# CXXC DNA block: blocks binding of human MLL CXXC domain to DNA; Potency, µM (highest dose often 115 µM), for the others: at the top dose activity change, negative = inhibition, usual class: inhibitors; AID 2662; Q03164; MLL-CXXC / FITC-HOXA9 DNA fluorescence polarization; 290,000 compounds, 0.037% hits; active = well fitted inhibition curve with a large enough effect in the polarisation, with a control signal flat, not every such curve was filed as active; inconclusive = small, poorly fitted or top-dose-only effect, or effect the other way, or a change in a side signal; inactive = no such curve, though single readings can be large or run the other way; the % refers to the polarisation; also: potency is read from the fitted curve at half-maximal effect
#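 Steps: dispense CXXC domain solution (7 uM) → pin compounds or unlabeled HOX-A9 DNA control → 5 min ambient → add FLSN-HOX-A9 solution (50 nM) → spin → 30 min ambient → fluorescence polarization. Tris pH 7.5/NaCl/DTT/BSA buffer.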
# Giardia killer: kills Giardia lamblia; activity change, % at 7.66 µM, hits read low; 340,000 compounds, 0.15% hits; Giardia lamblia trophozoite viability; AID 540267; in the data active = activity change below about -80%; inconclusive = between about -30% and that limit;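 also: parasites exposed to compound for two days anaerobically before the ATP read; % is scaled to controls: 0 for no effect and ±100 for the full control effect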
#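 ATP-content bioluminescence gauges trophozoite survival. Cells (100/well) receive compound and incubate anaerobically for 48 hrs at 37 deg C; detection reagent follows for 15-30 min at room temperature.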
# TSHR antag: blocks TSH signaling through the human TSH receptor | activity change, negative = inhibition, % at 11.5 µM | 330,000 compounds, 0.2% hits | TSHR-expressing cells, TSH-stimulated cAMP HTRF, 2 h; hits give low values | AID 504810 | P16473;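 active = activity change below a set negative limit, meaning inhibition stronger than a set level, cut at about -70% in these data; inconclusive = activity change between two set negative limits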; also: % is scaled to controls: 0 for no effect and ±100 for the full control effect
#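 Competitive HTRF cAMP read-out (cryptate anti-cAMP antibody, cAMP-d2; 30 min, room temperature) in freshly harvested TSHR cells. Compounds added before TSH at EC80 (4nM final), followed by 2 hours' incubation at 37 deg C.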
# AT treatment: potential ataxia-telangiectasia treatment; […] A-T fibroblasts, KAP-1 phosphorylation AlphaLISA; neocarzinostatin DNA damage 30 min before lysis; Potency, µM (top dose mostly 57.5 µM), without a hit: at the top dose activation, hits mostly activators; 320,000 compounds, 0.19% hits; AID 485349; also: potency is read from the fitted curve at half-maximal effect; % of control where 0% means no effect; nearly all actives have a fitted effect of over 45% in size
#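 hTERT-immortalized A-T patient fibroblasts ([…]), 500 cells/well in OPTI-MEM, 1% FBS, got compounds for 60 min, then NCS for 30 min at 37C. Lysates were then assayed for phospho-KAP-1 by AlphaLISA (anti-pKAP1 donor, anti-KAP1 acceptor beads), 6 hr at 25C.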
# Tb PFK inh: inhibitors of T. brucei phosphofructokinase; O15648; T. brucei PFK, ADP-Glo luminescence; Potency, µM (series often up to 57.5 µM), for the others: top-dose activity, negative = inhibition, most hits filed as inhibitors; 330,000 compounds, 0.17% hits; AID 485367;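 also: potency is read from the fitted curve at half-maximal effect; 0% = uninhibited 1x PFK enzyme wells and -100% = no-enzyme wells; nearly all actives have a fitted effect of over 60% in size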
# Target sequence (O15648 whole entry, looked up): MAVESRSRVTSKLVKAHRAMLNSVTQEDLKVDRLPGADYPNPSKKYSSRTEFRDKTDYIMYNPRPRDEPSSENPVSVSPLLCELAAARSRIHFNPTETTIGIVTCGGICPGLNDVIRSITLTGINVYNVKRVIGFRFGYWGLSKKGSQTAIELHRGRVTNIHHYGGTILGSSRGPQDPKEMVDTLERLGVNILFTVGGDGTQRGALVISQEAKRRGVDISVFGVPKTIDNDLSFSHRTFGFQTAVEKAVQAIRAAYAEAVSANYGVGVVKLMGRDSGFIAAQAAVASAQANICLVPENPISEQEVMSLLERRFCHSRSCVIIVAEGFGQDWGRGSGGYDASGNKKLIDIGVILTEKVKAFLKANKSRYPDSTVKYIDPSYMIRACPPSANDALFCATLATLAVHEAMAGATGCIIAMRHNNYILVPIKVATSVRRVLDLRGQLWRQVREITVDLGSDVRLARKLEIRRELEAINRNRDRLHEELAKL
#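 1.25 nM PFK with 0.5 mM F6P and 0.1 mM ATP in 0.1 M TEA pH 8.0, 5 mM MgCl2, incubated 45 min at room temperature; ADP measured by ADP-Glo luminescence; compounds titrated up to 57 uM.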
# KCNH2 WT inh: blocks the wildtype human KCNH2 potassium channel; U2OS, BacMam KCNH2, thallium flux FluxOr; hits give low values; activity change, % at 1.84 µM; 340,000 compounds, 0.37% hits; AID 720551;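 active = maximum activity change below -70%; inconclusive = maximum activity change between -70% and -50%; inactive = maximum activity change above -50%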; also: % is scaled to controls: 0 for no effect and ±100 for the full control effect
#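 U2OS cells were transduced with wild-type KCNH2 virus (2.03 x 10^8 / mL) for 4 h at room temperature, then cultured overnight at 37 C. Thallium flux was read with FluxOr dye. Rate constants were normalized to DMSO controls.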
# GALK inhibitor: blocks human galactokinase activity; P51570; Purified GALK, Kinase-Glo residual ATP luminescence; Potency, µM (top dose mostly 57.5 µM), for inactives: at the top dose activity change, negative = inhibition, actives largely listed as inhibitors; 270,000 compounds, 0.007% hits; AID 1868; also: potency is read from the fitted curve at half-maximal effect; % is scaled to controls: 0 for no effect and ±100 for the full control effect
# Target sequence (P51570 whole entry, looked up): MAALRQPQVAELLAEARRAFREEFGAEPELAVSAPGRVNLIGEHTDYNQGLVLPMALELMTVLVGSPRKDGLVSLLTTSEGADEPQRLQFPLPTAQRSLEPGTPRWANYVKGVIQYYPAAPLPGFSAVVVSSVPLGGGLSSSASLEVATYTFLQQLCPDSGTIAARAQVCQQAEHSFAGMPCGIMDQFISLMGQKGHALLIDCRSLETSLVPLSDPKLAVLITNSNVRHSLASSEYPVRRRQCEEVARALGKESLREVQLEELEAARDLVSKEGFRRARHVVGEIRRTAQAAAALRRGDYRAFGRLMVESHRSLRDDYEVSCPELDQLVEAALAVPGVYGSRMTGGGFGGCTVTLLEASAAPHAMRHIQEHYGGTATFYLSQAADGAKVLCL
#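 Compounds were pin-transferred into ATP buffer (35 uM final), then GALK plus galactose (5 nM, 100 uM final) was added. After 1 h at room temperature, Kinase-Glo Plus was added and luminescence read after 10 min.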
# TCR activator: T cell receptor activation; primary human leukocytes, anti-CD3, IL-2 HTRF, 48 h; Potency, µM (highest dose often 9.22 µM), without a hit: at the top dose activation of IL-2 secretion, actives largely listed as activators; 330,000 tested, under 10 active; AID 504894; also: % of control where 0% means no effect
#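 Compounds are tested in HTS on primary human leukocytes co-incubated with a-CD3 beads for 48 hr. IL-2 output is measured by time-resolved FRET.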
# FBPA coupling cs: counter-screen for Giardia aldolase inhibitors: coupling enzyme system; coupling enzyme system counterscreen, AmpLite Red fluorescence; activity change, negative = inhibition, % at 58.2 µM, hits read low; 290,000 compounds, 0.67% hits; AID 2472; in the data active = activity change below about -30%; also: % is scaled to controls: 0 for no effect and ±100 for the full control effect
#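 Coupling enzymes only (glyceraldehyde-3-phosphate) + compound, at 57.5 uM final, 10 min RT; add substrate/coupling/AmpLite Red mix, 20 min RT; fluorescence ex 525/em 598 nm. Actives flag coupling-system interference.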
# BCR signal inh: chronic active BCR signaling inhibition | ABC-DLBCL IkBa-CBG/CBR reporter, luminescence ratio, 4 h | Potency, µM (series often up to 46.1 µM), inactives show at the highest dose ratio change, negative = lower green/red ratio, usual class: inhibitors | 340,000 compounds, 0.05% hits | AID 493014; active = well fitted inhibition curve with a large enough effect in the signal ratio, with a control signal flat, not every such curve was filed as active; inconclusive = small, poorly fitted or top-dose-only effect, or effect the other way, or a change in a side signal; the % refers to the signal ratio;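 also: potency is read from the fitted curve at half-maximal effect; plate controls were basal doxycycline-induced cells for no effect and cells given 10 µM MG132 for full effect; MG132 reads +100%, hits lower the ratio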
#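 TMD8 ABC-DLBCL cells carrying doxycycline-inducible green luciferase fused to IkappaBalpha plus unfused red luciferase were exposed to compounds (up to 46 uM) for 4 hrs at 37C. Activity came from the overlap-corrected green/red luminescence ratio.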
# Starred values were filed as active, the others as inactive; ? = inconclusive; · = no result given; [ ] = remark or other dose. Unless noted, calls follow the shape of the dose curve; as a rule, active = well fitted curve in the direction sought with a large enough effect; inconclusive = small, poorly fitted or top-dose-only effect, or another doubt; inactive = no such curve, though single readings can be large; an effect the other way counts as inactive or inconclusive. No enrichment for hits; about 1.6% have a hit in one of these screens.
SMILES,CXXC DNA block,Giardia killer,TSHR antag,AT treatment,Tb PFK inh,KCNH2 WT inh,GALK inhibitor,TCR activator,FBPA coupling cs,BCR signal inh
O=C(CNc1cccc(S(=O)(=O)N2CCCC2)c1)Nc1cccc(Br)c1,·,-1,-25,-5%,-5%,3,·,-3%,·,5%
Cc1oc(-c2ccccc2)cc1C(=O)Nc1ccccc1,13%,-11,-2,-2%,-8%,2,-3%,-5%,-2,?
COc1ccc(C(=O)NC2CC2)cc1OC1CCN(C/C=C/c2ccccc2)CC1,10%,9,9,7%,0%,-84*,-8%,-1%,2,0%
CCC(C)NC(=O)c1ccc(-n2c(=S)[nH]c3ccccc3c2=O)cc1 (configuration not stated),-3%,15,16,-5%,12%,-6,-1%,·,0,-2%
COc1ccc(-c2cc(-c3ccccc3)nc(Cl)n2)cc1OC,3%,1,-41,-12%,1%,-14,3%,3%,0,?
Cc1cc(-c2cc(C(=O)NCc3ccccc3)on2)nc(NCC2CC2)n1,-1%,11,-6,-13%,-10%,-6,0%,3%,3,-12%
OCCNCC12CC3CC(CC(C3)C1)C2,8%,5,-1,0%,3%,0,10%,4%,1,1%
COc1ccc(Cl)cc1-c1nc(SCC(=O)NC(C)(C)C)n[nH]1,2%,17,-4,7%,0%,4,10%,4%,1,24%
COc1ccc2c(c1OC)C(=O)N1C2SC[C@H]1C(=O)NC1CCCC1 (some centres not stated),-8%,20,-4,-6%,2%,-1,1%,-8%,2,?
C=CCNC(=O)NS(=O)(=O)c1ccc(C)cc1,12%,17,0,11%,6%,4,0%,-46%,0,2%
O=C(COc1ccccc1)Nc1c2c(nn1-c1ccccc1)CS(=O)C2 (configuration not stated),12%,?,-35,-1%,12%,-6,-6%,-3%,·,2%
COC(=O)C1=C(C)NC(C)=C(C(=O)OC)C1C(=O)OCC(=O)c1ccc(Br)cc1,·,-15,45,-3%,6%,-3,·,10%,·,?
CC(=O)OC1=C(C#N)Cn2ccc3cccc1c32,-5%,·,17,·,-1%,·,0%,·,-41*,0%
COc1ccc2[nH]cc(S(=O)(=O)c3ccc(C)cc3)c2c1,4%,-4,0,6%,-5%,-8,0%,6%,0,-1%
COc1ccccc1N1CCN(C2CCCN(C(=O)C3=NN(C)C(=O)CC3)C2)CC1 (configuration not stated),5%,0,-7,4%,1%,-2,-3%,0%,·,4%
CC(CN1CCCCC1)NC(=O)c1cc(-c2ccccn2)nc2ccc(Cl)cc12 (configuration not stated),?,18,-5,2%,0%,-2,-1%,-8%,0,2%
O=C(Cc1ccc2c(c1)OCCO2)N1CCN(S(=O)(=O)c2cccc(Cl)c2Cl)CC1,4%,3,-2,-4%,-1%,13,1%,-2%[46.1 µM],3,1%
Cc1ccc(C(=O)NCC(=O)OC2CCCCC2=O)cc1C (configuration not stated),·,0,-2,-7%,-9%,21,·,1%,·,-1%
O=[N+]([O-])c1ccc(N2CCN(c3ccc([N+](=O)[O-])cc3CO)CC2)c(CO)c1,5%,5,-18,-1%,-20%,?,-1%,-2%,1,0%
CCc1cc(=O)oc2c(C)c(OCC(=O)N3CC[C@@]4(O)CCCC[C@H]4C3)ccc12,-3%,-4,-7,6%,1%,-16,·,1%,-5,?

# Single values from the entries so far.
# Cc1ccc(C(=O)NCC(=O)OC2CCCCC2=O)cc1C (configuration not stated) in KCNH2 WT inh = 21
# OCCNCC12CC3CC(CC(C3)C1)C2 in Tb PFK inh = 3%

# (listing goes on)
SMILES,CXXC DNA block,Giardia killer,TSHR antag,AT treatment,Tb PFK inh,KCNH2 WT inh,GALK inhibitor,TCR activator,FBPA coupling cs,BCR signal inh
COc1ccc(/C=N/c2c(-c3ccc(OC)cc3)nc3n2CCS3)cc1,3%,-18,-13,-12%,-4%,-13,-1%,-2%[46.1 µM],1,?
Cc1ccccc1-c1nsc(SCC(=O)Nc2ccc3c(c2)OCO3)n1,0%,-12,-3,-4%,9%,0,-4%,3%[46.1 µM],-5,?
Cc1ccc(NC(=O)NC2CCCCCCC2)cc1C,4%,23,-8,13%,-4%,2,-2%,0%,·,0%
CCN(CC)c1ccc(/C=N/N=C(N)N)c(O)c1,13%,5,-11,-4%,1%,-1,1%,0%,-3,?
C[C@H]1COC(=O)CC/C=C\C[C@H](CC(=O)N(CCO)Cc2ccccc2)C(=O)N1,·,-14,-4,11%,-1%,2,·,-5%,·,1%
COc1ccccc1OCC(=O)Nc1c2c(nn1-c1ccc(C)cc1)CS(=O)(=O)C2,·,-5,-11,7%,5%,29,·,-4%,·,0%
CN(C)c1ccc(C2NC(=O)c3ccccc3N2)cc1 (configuration not stated),-9%,?,10,0%,-2%,6,0%,·,-2,11%
Cc1c(CCOC(=O)c2ccc([N+](=O)[O-])cc2)sc[n+]1CC(=O)c1ccccc1,7%,11,-7,-5%,-4%,-18,1%,·,0,?
O=S(=O)(c1ccc(F)cc1)n1ccc2cccnc21,1%,-2,-11,0%,5%,9,-4%,-3%[46.1 µM],-3,-1%
O=C(Sc1cccc2cccnc12)c1ccc(F)cc1,19%,·,-15,-19%,-4%,·,10%,·,-3,?
CN1CCN(c2ccc([N+](=O)[O-])cc2C(=O)c2ccc(Br)cc2)CC1,1%,-4,18,-1%,-3%,18,2%,-2%,1,-6%
CC(C)C(O)(C#CCN1CCCCC1)C(C)C,0%,-7,3,9%,0%,-11,-1%,6%[46.1 µM],2,-8%
CCn1cc([N+](=O)[O-])c(C(=O)N2CCCC2)n1,-9%,19,-5,0%,-7%,-20,-3%,-2%,0,-3%
CCCCNC(=O)Nc1ccnn1C1CCCCC1,-5%,-8,-3,7%,3%,-8,0%,-5%,1,1%
Cc1ccc2c(c1)N(CC(=O)NCCCc1ccccc1)C(=O)c1cccnc1O2,·,13,4,-2%,-3%,12,·,7%,7,-3%
CCC(C(=O)OC)n1cnc2scc(-c3ccc(C)c(C)c3)c2c1=O (configuration not stated),5%,17,3,2%,0%,5,-7%,·,0,0%
O=C(NCC(=O)N1CC(O)CC1C(=O)N1CCCC1C(=O)OCc1ccccc1)OCc1ccccc1 (configuration not stated),7%,-17,-1,-3%,-1%,-7,-7%,-4%,2,?
CC(=O)OCc1nc2sc3c(c2c(=O)[nH]1)CCCC3,-1%,-1,-3,-2%,6%,-3,0%,7%[46.1 µM],1,-20%
COc1ccc(/C=C/C(=O)OCC(=O)Nc2ccc(C)cc2)cc1S(=O)(=O)N1CCOCC1,3%,20,-8,0%,-11%,-2,-5%,-8%[46.1 µM],2,-14%
Cc1oc(-c2cccc(Cl)c2)nc1CN1CCCC(C(=O)NC(C)c2ccc3c(c2)OCCO3)C1 (configuration not stated),-5%,12,-7,1%,0%,3,3%,-3%,4,?
COc1ccc(CNC(=O)COC(=O)Cc2ccsc2)cc1,-5%,-9,-9,3%,1%,3,2%,5%,0,1%
CN(C)C(=O)c1ccc(-c2n[nH]c(=O)c3ccccc23)cc1,1%,-9,-10,4%,1%,-14,0%,6%,3,-6%
Cc1ccc(CCNC(=O)C2CC(=O)N(C3CCCCC3)C2)cc1 (configuration not stated),?,-23,4,-5%,0%,7,7%,-1%,·,4%
CCOC(=O)C1CCN(C(c2cccs2)c2sc3nc(C)nn3c2O)CC1 (configuration not stated),7%,-8,12,-1%,-2%,3,0%,5%,3,11%
CCOC(=O)CSc1nc(C2CC2)cc(-c2ccc(F)cc2)c1C#N,4%,-5,-14,8%,3%,3,-1%,4%,0,0%
CCCOC(=O)/C(=C\C=C\c1ccccc1)NC(=O)c1ccccc1,3%,-4,-23,5%,6%,1,0%,2%,0,-22%
Cc1cccc(C(=O)N2CCN(Cc3ccc4c(c3)OCO4)CC2)c1,-4%,5,0,4%,-7%,10,-1%,-8%,3,-9%
CCC(=O)Nc1ccccc1N1CCN(c2ccc(F)cc2)CC1,-14%,4,0,0%,-3%,6,2%,0%,-2,-4%
Cn1nccc1C(=O)c1ccc(Cl)cc1,5%,-2,0,33%,4%,-6,2%,-4%,0,1%
COc1cccc(OCCN2CCN(c3ncnc4c3cnn4-c3ccccc3)CC2)c1,13%,-6,-12,0%,0%,-5,-1%,3%,5,?
COc1cccc(C(=O)OCC(=O)N2CCc3ccccc3C2)c1,·,3,24,17%,4%,-6,·,-4%[46.1 µM],·,?
CCCn1c(SCC(=O)NC2CCCCC2)nnc1-c1ccccn1,1%,-12,14,-4%,0%,0,11%,-12%,-1,-4%
CC(C)[C@H](NC(=O)c1ccccc1Cl)C(=O)Nc1nc(-c2ccccn2)cs1,0%,-18,-28,-5%,10%,13,0%,1%,-8,?

# Source: PubChem
